# From PubChem
# GLD-1 TGE inh: GLD-1-TGE RNA interaction inhibition (C. elegans) | inhibition, % at 5.96 µM | purified GLD-1 + fluorescein TGE RNA, fluorescence polarization | Q17339 | 320,000 tested, 0.44% active | AID 2280;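 active = percent inhibition above a per-plate cutoff, the plate mean of test compounds plus 3 SD, cut at about 30% in these data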;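 also: 0% = DMSO wells with GLD-1 and probe and 100% = wells lacking GLD-1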
# MCL1-BIM inh: inhibitors of human MCL1 binding to BIM-BH3 peptide; Q07820; GST-MCL1 / FITC-Bim-BH3 fluorescence polarization; inhibition, % at 10.9 µM; 320,000 tested, 0.68% active; AID 2057;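 active = inhibition above the mean inhibition of all tested compounds plus 3 SD, set per campaign, cut at about 40% in these data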;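 also: 0% = DMSO wells and 100% = unlabeled Bim-BH3 peptide control; higher means more loss of mP so more displacement of Bim peptide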
# GSTO1 counter: GSTO1 inhibition, counter-screen for RBBP9 inhibitors | AID 1974 | P78417 | recombinant GSTO1, activity-based probe fluorescence polarization | 300,000 tested, 1.1% active | inhibition, % at 5.96 µM;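 active = inhibition above the campaign mean inhibition plus 3 SD, cut at about 35% in these data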;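 also: 0% = GSTO1-1 with DMSO and 100% = wells lacking GSTO1-1 enzyme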
# Target sequence (P78417 whole entry, looked up): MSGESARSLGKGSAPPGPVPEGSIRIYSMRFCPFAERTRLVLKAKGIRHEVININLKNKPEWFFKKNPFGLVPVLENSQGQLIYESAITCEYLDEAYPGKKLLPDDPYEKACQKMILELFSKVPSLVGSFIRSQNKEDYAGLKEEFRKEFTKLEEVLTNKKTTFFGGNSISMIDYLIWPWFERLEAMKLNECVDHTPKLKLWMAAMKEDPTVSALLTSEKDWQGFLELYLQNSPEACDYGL
# PAD4 FP inh: blocks human protein arginine deiminase 4; Q9UM07; recombinant PAD4, RCA probe fluorescence polarization; inhibition, % at 6.36 µM; 330,000 tested, 0.41% active; AID 485272;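 active = percent inhibition above a cutoff equal to the mean of all tested compounds plus 3 SD, cut at about 15% in these data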;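 also: 0% = PAD4 with RCA probe and DMSO and 100% = probe without PAD4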
# BCLXL inh: inhibitors of human Bcl-xL; GST-Bcl-xL / FITC-Bim BH3 peptide fluorescence polarization; inhibition, % at 10.9 µM; 320,000 tested, 0.7% active; AID 2129;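 active = inhibition above the mean of all tested compounds plus 3 SD, cutoff set per campaign, cut at about 30% in these data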;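 also: 0% = DMSO wells and 100% = unlabeled Bim-BH3 peptide competitor; inhibitors lower millipolarization by displacing the labeled peptide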
# Target sequence (Q07817 whole entry, looked up): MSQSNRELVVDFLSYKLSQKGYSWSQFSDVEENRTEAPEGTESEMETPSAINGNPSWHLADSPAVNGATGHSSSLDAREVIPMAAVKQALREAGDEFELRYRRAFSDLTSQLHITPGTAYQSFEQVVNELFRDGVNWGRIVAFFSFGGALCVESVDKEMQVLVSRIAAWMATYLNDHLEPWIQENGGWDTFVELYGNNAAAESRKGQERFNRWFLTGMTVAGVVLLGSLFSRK
# PME-1 primary: PME-1 (human) inhibition; 320,000 tested, 0.53% active; inhibition, % at 5.9 µM; recombinant PME-1, FP-Rh probe fluorescence polarization; Q9Y570;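 active = inhibition above the campaign mean of all compounds plus 3 SD, cut at about 26% in these data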;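 also: competitive labeling of PME-1 active site by serine hydrolase directed probe; 0% = PME-1 with DMSO and 100% = wells lacking PME-1 enzyme; inhibitors block probe labeling so polarization falls and inhibition rises; many of its hits are not listed in these tables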
# MEX-5 binding: C. elegans MEX-5 TCR-2 RNA binding activity; MEX-5/FITC-TCR2 RNA binding, fluorescence polarization; hits give low values; activity score (negative = inhibition of binding), % at 10 µM; 300,000 tested, 0.38% active;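 active = inhibition past about -25% in most replicates, and total fluorescence under double the plate's negative control median, limit read from the data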;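 also: 0% = DMSO and -100% = 5 µM competing unlabeled TCR2 RNA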
# Target sequence (Q9XUB2 whole entry, looked up): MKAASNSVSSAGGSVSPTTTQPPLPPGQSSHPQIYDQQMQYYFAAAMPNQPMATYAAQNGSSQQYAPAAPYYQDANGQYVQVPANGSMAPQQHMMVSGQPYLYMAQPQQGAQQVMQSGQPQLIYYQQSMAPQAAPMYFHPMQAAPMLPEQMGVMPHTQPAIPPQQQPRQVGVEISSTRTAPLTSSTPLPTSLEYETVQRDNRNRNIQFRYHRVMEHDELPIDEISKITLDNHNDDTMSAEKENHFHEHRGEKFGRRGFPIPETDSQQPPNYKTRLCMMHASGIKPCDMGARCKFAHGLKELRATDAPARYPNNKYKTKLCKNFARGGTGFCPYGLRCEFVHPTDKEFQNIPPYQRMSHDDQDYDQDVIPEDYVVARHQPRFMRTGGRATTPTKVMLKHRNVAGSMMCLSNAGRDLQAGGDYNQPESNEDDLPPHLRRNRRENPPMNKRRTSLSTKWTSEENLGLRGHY
# TPT1 inhibitor: inhibitors of Candida albicans tRNA 2'-phosphotransferase TPT1. recombinant caTPT1, FP RNA substrate dephosphorylation. inhibition, % at 5 µM. 300,000 tested, 0.81% active. AID 1962;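 active = inhibition above the mean of all tested compounds plus 3 SD, set per screening campaign, cut at about 24% in these data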;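 also: plate controls were DMSO alone for no effect and ferristatin control at 100 nM for full effect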
# Fam108B counter: Fam108B inhibition, counter-screen for RBBP9 inhibitors | 300,000 tested, 0.33% active | recombinant Fam108B, FP-Rh probe fluorescence polarization | inhibition, % at 9.51 µM;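 active = inhibition above the screen mean inhibition plus 3 SD, computed separately per campaign, cut at about 18% in these data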;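 also: inhibitors lower polarization as less probe binds the enzyme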
# * marks the source's active call; other numbers are inactive results; . = not tested or not shown. This is a subset (hit frequency here may not be typical).
compound	GLD-1 TGE inh	MCL1-BIM inh	GSTO1 counter	PAD4 FP inh	BCLXL inh	PME-1 primary	MEX-5 binding	TPT1 inhibitor	Fam108B counter
O=C(CSc1nc2ccccc2[nH]1)N1CCN(c2ccc(F)cc2)CC1	1.1	-3.9	5.1	-2.4	1.4	-2.2	1.4	1.7	-1.6
COc1cc(/C=N/Nc2ccccn2)ccc1OCC(C)C	2.0	-5.2	-4.0	-0.3	-2.1	-3.2	2.1	0.4	0.9
CCNC(=O)C(=O)NCC(c1ccc2c(c1)OCO2)N1CCOCC1 (stereo not drawn)	5.8	7.1	10.3	5.3	11.7	-2.5	2.7	0.0	-2.3
CCN(CC(=O)Nc1ccc(OC)cc1)C(=O)C1CCN(C(=O)c2ccc(Cl)cc2)CC1	5.6	10.4	.	-1.9	4.9	-1.0	.	.	.
COC(=O)c1ccc(NC(=O)CSc2nnc(-c3ccccc3Br)n2-c2ccccc2)cc1	46.2*	-5.2	4.4	-3.4	1.3	-6.6	1.9	0.5	-4.6
CCOC(=O)c1[nH]c2c(c1C)C(=O)CC(c1ccc(OC)c(OC)c1)C2 (stereo not drawn)	5.7	3.2	-3.3	-5.7	3.6	-3.0	-1.0	-0.2	-4.1
CCCCn1c(=O)c(-c2ccccc2)c(O)c2ccccc21	8.5	-8.9	-5.1	-1.7	4.1	-4.2	0.9	-4.7	-2.9
Cc1ccc(OCCC(=O)OCC(=O)c2c(N)n(C)c(=O)n(C)c2=O)cc1	-3.5	-2.3	5.2	-14.6	-2.9	-2.1	1.8	3.0	0.7
Cc1ccccc1CS(=O)(=O)c1nnc([C@H](Cc2ccccc2)NC(=O)OC(C)(C)C)o1	6.8	4.3	5.9	4.3	3.7	1.2	-0.7	-1.5	5.2
CCCCC(CC)CNS(=O)(=O)c1ccc2c(c1)CCN2C(=O)CCC(=O)O (stereo not drawn)	7.4	-6.6	12.8	-1.1	1.3	0.0	-1.5	1.0	1.3
CCCCn1c(=O)c2c(O)cc(=O)oc2c2ccccc21	-4.7	-3.1	-1.7	-8.7	-2.8	-11.9	-3.3	15.8	0.5
COc1cccc(NC(=O)CN(C)CC(=O)Nc2ccc3c(c2)CCC3)c1	-2.4	2.4	-3.8	2.1	4.0	-1.4	0.6	-1.1	-3.9
CNc1ccc(C(=O)OCC(=O)NCc2ccc3c(c2)OCO3)cc1[N+](=O)[O-]	4.5	-13.3	.	3.8	-10.0	-11.2	.	.	.
COC(=O)[C@@]1(Cc2ccc(F)cc2)[C@H]2c3cc(C(=O)N(C)C)n(CCc4ccc(OC)c(Br)c4)c3C[C@H]2CN1C(=O)c1ccccc1	5.3	-4.1	2.4	0.7	-2.4	-4.1	0.6	-1.0	-2.1
CN(C(=O)c1ccc(S(=O)(=O)c2cccc(Cl)c2)c([N+](=O)[O-])c1)C1CCCCC1	5.2	2.8	15.1	10.2	4.0	6.0	0.4	0.2	-3.3
CCn1c(SCC(=O)Nc2ccc(OC)c(OC)c2)nnc1-c1cnccn1	-0.4	-2.5	3.8	2.9	4.0	-5.6	1.7	-1.6	0.8
COc1cc(/C=C/C(=O)Nc2nnc(C(C)(C)C)s2)cc(OC)c1OC	2.2	6.2	-3.3	3.1	2.6	-11.9	0.7	1.2	-1.0
O=C(O)CCn1c(C2CCCCC2)nc2ccccc21	1.8	1.6	3.5	-0.8	3.6	-1.8	-2.7	-0.3	-0.7
Cc1ccc2c(c1)c1c3n2CCN(CC#N)C3CCC1 (stereo not drawn)	9.4	-2.7	5.3	-1.9	3.8	6.8	2.5	1.1	-4.3
COc1ccc(-c2csc(NC(=O)CCn3cnc4ccccc4c3=O)n2)cc1OC	-3.3	-0.1	-2.2	-5.9	-1.7	0.8	-2.0	0.6	0.1
CC(C)OCCCNC(=O)C1CC(=O)N(CCc2ccc(F)cc2)C1 (stereo not drawn)	2.6	-7.0	0.8	-0.9	-0.3	-2.5	2.3	-1.0	4.7
CO[C@H]1[C@@H]2C=CO[C@@H](O[C@H]3O[C@@H](CO)[C@H](O)[C@@H](O)[C@@H]3O)[C@@H]2[C@@]2(CO)O[C@@H]12	5.8	2.5	.	1.6	3.6	2.6	.	.	.
COc1cc(S(=O)(=O)N2CCN3CCCC3C2)ccc1-n1cnnn1 (stereo not drawn)	-1.3	1.3	2.7	-2.6	5.5	3.4	1.4	-2.5	-1.0
O=C(Nc1ccccc1)C1CCOC1=O (stereo not drawn)	-9.3	-13.1	-6.0	-1.5	-5.4	3.0	2.1	-3.4	0.9
O=C(COC(=O)c1ccc(S(=O)(=O)NCc2ccco2)cc1)NCCC1=CCCCC1	4.0	11.4	-5.8	-4.3	4.0	-2.9	0.2	0.5	0.1
Cn1ncc2c(Nc3ccc(Cl)cc3)ncnc21	-0.3	2.4	0.2	-2.7	7.6	5.5	0.9	1.6	0.1
O=C(C[n+]1cc(-c2ccc(Br)cc2)n2c1CCCCC2)c1ccccc1	3.1	1.1	8.2	-4.1	-1.0	-4.5	1.6	3.9	-2.5
O=C(N[C@@H](Cc1ccccc1)C(=O)N1CCC2(CC1)NCCc1[nH]cnc12)c1cccc(Br)c1	2.2	-1.6	3.3	-5.2	2.3	-4.5	2.9	0.5	-4.7
O=C(O)C1Sc2[nH]c(=O)sc2C2c3cc(Br)ccc3OC(=O)C12 (stereo not drawn)	54.1*	44.5*	-6.6	-20.5	38.1*	-4.2	.	-3.1	-0.9
COc1ccc(C(=O)Nc2ccc(C(=O)OCC(=O)c3cccc4ccccc34)cc2)cc1	0.0	12.5	-4.1	-0.4	6.8	-4.2	3.7	1.1	-17.3

# Going on with the list:
compound	GLD-1 TGE inh	MCL1-BIM inh	GSTO1 counter	PAD4 FP inh	BCLXL inh	PME-1 primary	MEX-5 binding	TPT1 inhibitor	Fam108B counter
COc1ccccc1N1C(=S)N=C(Nc2c(C)cccc2C)C12CCCC2	7.8	-7.1	5.7	0.4	4.0	7.3	-1.7	2.7	0.1
NC(=S)c1ccc(C(N)=S)o1	5.7	9.9	3.8	-2.0	0.6	1.2	-2.8	-1.1	-2.9
Cc1nc(C)c(-c2ccc(SCC(=O)Nc3ccc(C)c(Cl)c3)nn2)s1	1.4	4.6	10.1	-0.6	6.4	-4.3	1.1	0.5	-8.7
O=C(NCCCn1ccnc1)C(=O)NCC1OCCCN1S(=O)(=O)c1ccc(F)cc1 (stereo not drawn)	-3.3	9.5	-3.1	-0.9	0.8	5.9	0.0	-1.0	0.8
Oc1ccc(Br)cc1C=Nc1ccc2[nH]ncc2c1	-0.7	-2.7	-5.0	-15.9	4.8	-7.5	-1.2	-0.2	-1.4
CCN(CC)c1ccc(NC(=O)c2cc(OC)cc(OC)c2)c(C)c1	1.7	4.2	-5.0	-6.1	5.0	6.8	-0.1	1.7	5.0
COc1ccc(NC(=O)c2nn(C)cc2[N+](=O)[O-])cc1	-6.0	-3.2	1.2	-4.3	0.7	-0.4	0.1	2.2	-3.1
COC(=O)c1ccc(S(=O)(=O)c2ccc(C(=O)OC)s2)s1	4.1	1.8	13.2	3.4	5.5	2.9	-2.4	-2.0	3.0
CCCCN(C(=S)NC(=O)c1ccccc1)c1c(N)n(Cc2ccccc2)c(=O)[nH]c1=O	-0.1	18.6	6.0	5.9	12.9	10.8	1.9	-1.0	-1.3
Cc1cc(=O)n2nc(N3CCCC3C(=O)NCCCN3CC(C)CC(C)C3)sc2n1 (stereo not drawn)	8.2	8.1	2.4	-1.9	4.2	-1.9	-0.2	-0.8	8.4
CC1CC1c1ccc(/C=C(\C#N)C(=O)Nc2ccc(Cl)cc2Cl)o1 (stereo not drawn)	2.2	-11.2	2.3	-7.6	-8.0	-6.0	1.8	1.9	-4.3
CC12CN(NC(=O)c3ccccc3F)C3(C#N)CC1CCC23C (stereo not drawn)	3.5	1.9	-2.3	2.6	4.5	-1.4	0.4	-1.0	1.7
CCN(CC)CCCn1c2c(c(SCC(=O)Nc3ccc4c(c3)OCO4)nc1=O)CCC2	3.0	3.0	10.3	1.6	3.4	-2.1	-4.7	2.4	1.9
CC(=O)c1ccc(OCCNS(=O)(=O)c2ccc(-n3cnnn3)cc2)cc1	-5.2	1.6	1.4	-2.1	6.2	-1.9	2.7	0.9	-5.2
O=C(O)C1Nc2c(Cl)cc(Cl)cc2C2C=CCC12 (stereo not drawn)	2.1	105.1*	34.2	-4.0	84.8*	-6.4	-73.1*	33.2*	32.7*
CC1CCN(C(=O)CN(c2ccc(Cl)c(C(F)(F)F)c2)S(C)(=O)=O)CC1	1.1	-2.4	3.7	0.9	2.0	2.6	-1.0	-2.7	-1.5
Cc1cc(NC(=O)CSc2nc3ccccc3c(=O)n2Cc2ccc(F)cc2)no1	2.1	-2.2	6.0	2.1	0.3	-14.2	-1.4	2.8	-7.2
CCCCN(C)C(=O)C1CCN(Cc2cccnc2)CC1	4.9	6.7	5.8	1.9	5.0	2.1	-1.0	-0.4	5.4
CC(C)(C)CC(C)(C)NC(=S)NC1CCN(Cc2ccccc2)CC1	-5.3	7.2	-1.8	-2.9	0.8	-3.8	2.3	1.4	2.9
CN1C(=O)NC(NS(=O)(=O)c2ccc(N)cc2)(C(F)(F)F)C1=O (stereo not drawn)	-5.3	0.0	0.5	0.8	2.7	-0.9	0.5	-0.4	0.0
O=C(NCc1ccccc1Cl)C1=CC=CN2CCS(=O)(=O)N=C12	0.9	1.2	.	0.5	1.1	-9.6	.	.	.
COC(=O)c1ccc(/C=C/C(=O)O)cc1	-3.6	7.3	6.7	-3.5	5.1	-0.3	1.6	1.5	-1.8
COc1ccc(S(=O)(=O)N2CCN(C(=O)CCC3CCCC3)CC2)cc1	-7.9	-0.1	11.6	5.7	-2.9	-2.4	0.1	-0.1	-0.2
CCOC(=O)C1=C(O)C(Nc2nccs2)(C(F)(F)F)N=C1C (stereo not drawn)	4.5	15.9	-2.6	-0.9	10.1	3.6	-1.3	-4.6	-1.8
COc1ccc(-c2nnc(CSc3nc4ccccc4c(=O)n3C)o2)cc1OC	-0.7	4.2	1.2	3.8	2.8	0.4	0.1	2.2	-3.4
CCc1ccc(NC(=O)Cn2ncc3c4ccccc4n(C)c3c2=O)cc1	3.6	-6.7	-12.9	-3.2	2.5	-25.4	-1.6	2.4	-18.1
COc1ccccc1/C=C/CN1CCCC(CCC(=O)NCc2ccccc2F)C1 (stereo not drawn)	7.0	-6.2	4.5	-2.7	-0.5	-4.2	5.3	6.2	-1.6
CC1(C)S[C@@H]2[C@H](NC(=O)COc3ccccc3)C(=O)N2C1C(=O)OCc1ccccc1 (stereo partly drawn)	3.7	7.7	2.3	-0.2	3.1	-1.3	1.0	0.4	-1.3
CC(C)OCCCNC(=O)C(=O)NCCCOC(C)C	19.3	1.3	3.9	3.0	40.0*	-3.7	-0.9	-2.0	2.2
COC(=O)[C@H](Cc1ccccc1)NC(=O)N1CC(C)OC(C)C1 (stereo partly drawn)	-2.5	3.1	-7.8	-0.1	-1.5	0.2	0.2	3.6	-4.0
CCOC(=O)C1=C(COC(=O)c2ccc3ccccc3c2O)NC(=O)NC1C (stereo not drawn)	45.6*	87.8*	.	-8.5	61.4*	2.0	.	.	.
